Tb MetRS inh: Trypanosoma brucei MetRS inhibition; hit rate 0.4% among 360,000; inhibition, % at 11.9 µM; purified T. brucei MetRS, ATP depletion, Kinase-Glo luminescence; AID 624268;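 active = inhibition above a per-plate cutoff of the control wells' mean inhibition plus 3 SD, cut at about 5.5% in these data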;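 note: 0% = DMSO wells median and 100% = median of wells with control inhibitor compound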
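Measured by: Kinase-Glo luciferase luminescence reporting remaining unconsumed ATP. Material: purified T. brucei MetRS enzyme. Doses: 11.9 µM compound single dose, 0.9% DMSO. Medium: HEPES buffer containing pyrophosphatase, BSA, spermine, DTT. Times: 15 min preincubation, 2 h reaction, all 25 °C. Reagent: methionine, ATP and bulk E. coli tRNA.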
DNMT1 inh: DNMT1 (human) enzyme inhibition; P26358; hit rate 0.83% among 360,000; DNMT1 molecular beacon, Hinp1I cleavage, fluorescence; AID 588458; inhibition (reported as % activation of signal), % at 10 µM; in the data active = inhibition above about 50%
SKN-1 block: C. elegans SKN-1 inhibition | C. elegans VP596 Pgst-4::GFP/RFP ratio, acrylamide-induced, 24 h | inhibition, % at 21.8 µM | hit rate 0.49% among 360,000 | AID 624304;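 active = interference check ratio from 0.5 to 1.5 plus GFP to RFP signal ratio inhibition reaching or exceeding a fixed threshold, cut at about 30% in these data, passing the limit was not always enough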; note: some compounds called inactive have numbers as strong as hits
STEP inh: blocks human striatal-enriched tyrosine phosphatase. recombinant STEP, OMFP fluorogenic substrate, fluorescence. inhibition, % at 20 µM. hit rate 0.25% among 360,000. AID 588621;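 active = inhibition at 20 µM, scaled per plate between control wells, above about 37%, limit read from the data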;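 note: 0% = DMSO with enzyme and substrate and 100% = substrate only without enzyme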
Target sequence (P54829 whole entry, looked up): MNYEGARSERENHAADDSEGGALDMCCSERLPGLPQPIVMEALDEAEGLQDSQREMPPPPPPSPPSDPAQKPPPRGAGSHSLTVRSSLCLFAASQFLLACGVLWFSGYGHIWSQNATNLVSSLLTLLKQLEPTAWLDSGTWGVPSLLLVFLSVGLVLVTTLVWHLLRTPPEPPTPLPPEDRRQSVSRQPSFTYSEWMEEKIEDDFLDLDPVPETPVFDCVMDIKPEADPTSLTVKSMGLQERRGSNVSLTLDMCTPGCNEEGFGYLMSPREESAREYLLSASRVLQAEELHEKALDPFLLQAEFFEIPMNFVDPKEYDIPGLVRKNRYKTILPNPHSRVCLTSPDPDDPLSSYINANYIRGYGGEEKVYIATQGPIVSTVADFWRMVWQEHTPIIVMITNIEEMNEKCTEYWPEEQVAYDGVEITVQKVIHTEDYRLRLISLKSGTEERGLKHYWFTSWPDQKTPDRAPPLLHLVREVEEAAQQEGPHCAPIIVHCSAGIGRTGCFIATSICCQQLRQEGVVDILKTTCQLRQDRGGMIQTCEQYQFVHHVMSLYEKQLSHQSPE
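Measure: Control-normalized % inhibition with plate pattern correction | Test system: STEP phosphatase, cell-free reaction | Medium: pH 6.0 Bis-Tris with DTT and Tween 20 | Technique: Fluorescence, 480/540 nm | Times: Reaction 20 min, ambient temperature | Doses: Single compound dose of 20 µM, 1% DMSO final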
Neddylation inh: inhibitors of human cullin neddylation. TR-FRET cullin neddylation, biochemical. calls only at 25 µM. hit rate 0.58% among 360,000; in the data active = inhibition above about 36%
LMPTP inh: blocks human LMPTP phosphatase; recombinant LMPTP-A, OMFP fluorogenic substrate, fluorescence intensity; AID 651560; inhibition, % at 20 µM; hit rate 0.22% among 360,000;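 active = compounds that cut the enzyme signal by at least half of the control window in the single-dose screen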;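 note: plate controls were DMSO wells with enzyme plus substrate for no effect and substrate without enzyme for full effect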
Target sequence (P24666 whole entry, looked up): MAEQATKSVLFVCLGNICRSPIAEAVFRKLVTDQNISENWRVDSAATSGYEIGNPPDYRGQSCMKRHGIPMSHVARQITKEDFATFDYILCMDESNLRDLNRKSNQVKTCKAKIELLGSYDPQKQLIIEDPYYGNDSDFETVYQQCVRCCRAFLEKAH
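Test system – LMPTP-A phosphatase enzyme · Quantity – 0.625 nM LMPTP-A final · Reagent – OMFP substrate, 400 µM final · Dosing – one test concentration per compound, 20 µM, with 3% DMSO overall · Timing – 50 min enzyme reaction at room temperature, protected from light · Detection – fluorescence intensity · Controls – substrate-only low control, DMSO enzyme-plus-substrate high control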
CendR NRP1 mod: modulators of CendR peptide binding to human neuropilin-1; inhibition, % at 25 µM; hit rate 0.85% among 360,000; O14786; FAM-RPARPAR peptide binding to NRP-1, fluorescence polarization;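 active = inhibition or corrected inhibition above about 18%, plus a signal ratio from 0.5 to 1.5, limit read from the data, passing the limit was not always enough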; note: strong numbers were not always called active
NadD inh: NadD (S. aureus) enzyme inhibition; inhibition, % at 20 µM; hit rate 0.78% among 360,000; AID 602399; purified NadD enzyme, colorimetric absorbance read-out; in the data active = inhibition above about 26%; note: some compounds past the cut are filed as inactive
Scp-1 inhibitor: Scp-1 (human) phosphatase inhibition; hit rate 0.88% among 340,000; Recombinant Scp1, phosphopeptide, malachite green phosphate absorbance; Q9GZU7; inhibition, % at 20 µM;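 active = inhibition above about 50% at 20 µM, limit read from the data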;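 note: plate controls were DMSO wells with enzyme for no effect and wells lacking enzyme for full effect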
Target sequence (Q9GZU7 76-261 limits assumed): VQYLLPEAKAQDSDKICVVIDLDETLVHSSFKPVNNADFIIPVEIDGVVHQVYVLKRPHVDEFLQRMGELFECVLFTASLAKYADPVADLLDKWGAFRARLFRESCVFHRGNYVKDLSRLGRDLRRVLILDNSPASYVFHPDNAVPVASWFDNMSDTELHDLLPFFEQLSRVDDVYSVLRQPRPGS
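Test system: SCP-1 catalytic domain; Buffer or medium: Acidic Tris acetate buffer with magnesium and detergent; Also added: Phosphorylated 17-residue peptide substrate; Compound: single 20 µM dose, 1% DMSO; Schedule: enzyme reaction 45 min at room temperature, colour 5 min, stabilisation 30 min; Signal: Phosphate-binding colour reagent, absorbance read at 630 nm.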
SUMO1 PPI mod: alters human SUMO1 binding to SIM partners | hit rate 0.33% among 360,000 | inhibition, % at 20 µM | SUMO1 binding to a labelled peptide, TR-FRET, 1 h; in the data active = inhibition above about 37%
Target sequence (P63165 whole entry, looked up): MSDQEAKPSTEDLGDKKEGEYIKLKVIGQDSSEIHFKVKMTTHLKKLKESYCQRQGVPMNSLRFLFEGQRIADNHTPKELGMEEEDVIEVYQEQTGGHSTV
Starred values were filed as active, the others as inactive; i = inactive; nt = not tested or not shown. Outcome played no part in choosing rows (roughly 4.6% active in at least one column).

SMILES	Tb MetRS inh	DNMT1 inh	SKN-1 block	STEP inh	Neddylation inh	LMPTP inh	CendR NRP1 mod	NadD inh	Scp-1 inhibitor	SUMO1 PPI mod
CC(C)C(C)NC(=O)COC(=O)C1CCN(S(=O)(=O)c2ccc3c(c2)OCCO3)CC1 (centres undefined)	0.1	4	14	-2	i	-2.4	12	-3	-8	4
O=S(=O)(Nc1ncccn1)c1ccc(NC(=S)N2CCN(Cc3ccc(F)cc3Cl)CC2)cc1	0.3	-1	-7	4	i	-0.4	19	5	-2	5
CC1=C(C(=O)Nc2ccccc2C)C(c2cccnc2)n2nc(CCCO)nc2N1 (centres undefined)	-1.1	0	-21	-2	i	-0.4	-29	-3	3	-3
COc1ccc(-c2cnc3c(NC(C)=O)cc(-c4ccc(C(=O)N5CCOCC5)cc4)cn23)cc1OC	-0.3	0	-5	1	i	1.9	-15	-3	nt	-27
COC(=O)C(NC(=O)CCC(=O)N[C@@H](C(=O)OC)c1ccccc1)c1ccccc1 (some centres undefined)	-0.3	3	8	-1	i	-0.5	25*	-3	-10	0
C[C@@H]1CCCCO[C@@H](CN(C)S(=O)(=O)c2ccc(F)cc2)[C@@H](C)CN([C@H](C)CO)C(=O)c2cc(N(C)C)ccc2O1	1.2	-2	7	-1	i	-3.5	-12	4	nt	-1
CCn1c(=O)n(CC)c2cc(N3CCCC3)c(NC(=O)c3cc(Cl)ccc3OC)cc21	-0.1	-10	-12	2	i	3.0	8	-5	-5	7
COc1cccc(C2CC(C(F)(F)F)n3ncc(C(=O)Nc4c(C)n(C)n(-c5ccccc5)c4=O)c3N2)c1 (centres undefined)	-1.1	-4	-25	-2	i	0.4	-10	6	3	0
COCCn1c(SC(C(=O)Nc2cc(C)ccc2OC)c2ccccc2)nnc1-c1ccc(Cl)cc1 (centres undefined)	-0.9	-3	3	-3	i	-0.2	5	0	-4	1
COC(=O)c1cccc(NC(=O)CCSc2ccc(Cl)cc2)c1C	-0.9	-2	-7	-1	i	-2.0	8	-9	-9	-1
Cc1ccc(C(=O)Nc2nccs2)s1	-1.9	3	12	-2	i	1.0	8	-1	3	-1
CCOc1ccc(C(=O)Nc2cccc(-c3ccc4nncn4n3)c2)cc1	0.1	-2	-7	1	i	-0.7	-1	-5	-1	-26
Cc1cc(N/N=C/c2ccccc2F)c2ccccc2n1	0.3	1	14	-1	i	1.5	20	4	-8	3
COc1cc(N(C)C)c([N+](=O)[O-])cc1C(=O)NC(C)CNc1ccc([N+](=O)[O-])cc1Cl (centres undefined)	1.1	-5	7	1	i	1.6	17	5	1	-15
Cc1cccc(NC(=O)CNC(=O)c2ccc3c(c2)OCO3)n1	-0.4	-1	5	-1	i	0.5	12	3	-7	-5
Cc1cc(C)cc(CC(=O)N2CCC2(C)C(=O)NS(=O)(=O)c2ccc(C(C)(C)C)cc2)c1 (centres undefined)	-0.3	1	15	-1	i	-1.7	-6	0	nt	9
CNC(=O)c1ccccc1NC(=O)c1ccc(C)c(S(=O)(=O)N2CCCCC2)c1	-0.6	-6	12	4	i	1.9	4	-10	-11	3
COc1ccc(-c2csc(C(C)(O)c3ccc(F)c(F)c3)n2)cn1 (centres undefined)	-0.1	26	18	-5	i	0.3	-3	0	nt	3
CCN(CC)c1ccc(NC(=O)Cn2nnc(-c3cccc(OC)c3OC)n2)c(C)c1	-0.3	-3	2	-2	i	1.2	-8	-4	-5	-1
COc1cc(NC(=O)CSc2nc(=O)n(CCCN3CCOCC3)c3c2CCC3)cc(OC)c1	-0.4	1	-12	-1	i	0.5	16	1	1	5
CC1CC(NC(=O)Cc2ccc(Br)cc2)CC(C)(C)C1 (centres undefined)	-0.5	7	-5	14	i	-0.5	-10	-5	-11	1
COC(=O)C[C@@H]1C=C[C@@H](NS(=O)(=O)c2ccccc2OC)[C@@H](CO)O1	-0.3	nt	6	nt	i	-0.8	1	nt	nt	4
C[C@H](CO)N1C[C@H](C)[C@H](CN(C)Cc2ccncc2)Oc2ncc(Br)cc2C1=O	-1.0	7	-4	-3	i	-3.5	2	-8	nt	-1
Cc1cccc(C)c1NC(=O)CN1CCCC1	-0.5	3	-7	0	i	0.2	9	1	-1	3
CC(C)(C)NC(=O)C1c2ccccc2OCC(=O)N1Cc1ccco1 (centres undefined)	-0.3	nt	7	nt	i	-2.2	5	-3	nt	2
COc1ccc(N2C(=O)C(CC(=O)Nc3ccccc3)N(Cc3ccccn3)C2=S)cc1 (centres undefined)	0.6	-1	-12	-2	i	-0.6	-5	-3	2	-1
C/C(CC(=O)Nc1cccc(F)c1)=N\NC(=O)C(=O)NC1CCCCC1	-0.8	-1	4	0	i	-1.4	5	-2	-10	2
CCOCCCNC(=S)N1CCCN(c2nc3cc(C)c(C)cc3cc2C#N)CC1	-0.6	-22	2	1	i	1.4	-23	-7	14	-7
Cc1nc2scc(-c3ccc(Cl)cc3)c2c(=O)o1	-0.2	0	0	11	i	0.8	-1	-2	-8	3
C#CCOCCOCCOCCNc1nc(N2CCN(C(=O)CCCCCCCCCCNC(=O)[C@H](CCCCN)n3cc(CCCC(=O)O)nn3)CC2)nc(N2CCN(C(=O)CCCCCCCCCCNC(=O)[C@H](CCCN=C(N)N)n3cc(C[C@@H](C)CC)nn3)CC2)n1	-0.5	-165	-7	4	i	0.3	6	27	40	-70
C=CC[C@H](CC(=O)OC(C)(C)C)C(=O)OC[C@@H]1CCCN1C(=O)[C@H](CC=C)CC(=O)N[C@H](CO)Cc1ccccc1	-0.5	10	-1	-2	i	-0.7	4	-15	-5	-3
CCN(Cc1nc2ccccc2c(=O)[nH]1)Cc1cc(=O)oc2cc(OC)ccc12	-1.5	0	12	-3	i	-1.1	-9	-1	0	-1
O=C(COC(=O)C1CCN(S(=O)(=O)c2ccc3c(c2)OCCO3)CC1)NC1CCCCC1	-0.3	-6	22	1	i	-0.6	7	-4	-6	-1
CC(C)CNC1=CC(=O)CC(c2ccco2)C1 (centres undefined)	-1.0	19	-8	2	i	2.1	12	8	14	1
CC1(Cc2ccc(C(F)(F)F)nc2)C(=O)Nc2cc(-c3ccccc3Cl)ccc21 (centres undefined)	0.3	17	5	1	i	1.4	17	-10	nt	0
Cn1c(C(=O)NCCN2CCN(Cc3ccccc3)CC2)cc2c(=O)n(C)c3ccccc3c21	0.6	1	6	-1	i	2.3	4	-6	-8	3

Fetched by structure from the list above (three):
SMILES	Tb MetRS inh	DNMT1 inh	SKN-1 block	STEP inh	Neddylation inh	LMPTP inh	CendR NRP1 mod	NadD inh	Scp-1 inhibitor	SUMO1 PPI mod
CC(C)CNC1=CC(=O)CC(c2ccco2)C1 (centres undefined)	-1.0	19	-8	2	i	2.1	12	8	14	1
C=CC[C@H](CC(=O)OC(C)(C)C)C(=O)OC[C@@H]1CCCN1C(=O)[C@H](CC=C)CC(=O)N[C@H](CO)Cc1ccccc1	-0.5	10	-1	-2	i	-0.7	4	-15	-5	-3
Cc1nc2scc(-c3ccc(Cl)cc3)c2c(=O)o1	-0.2	0	0	11	i	0.8	-1	-2	-8	3

(next part)
SMILES	Tb MetRS inh	DNMT1 inh	SKN-1 block	STEP inh	Neddylation inh	LMPTP inh	CendR NRP1 mod	NadD inh	Scp-1 inhibitor	SUMO1 PPI mod
CCOC(=O)c1oc2cc(O)c(CC)cc2c(=O)c1-c1cscn1	-0.8	-1	14	0	i	-0.6	4	-4	-7	0
c1ccc(N=NC2=NN(c3ccccc3)CS2)cc1	-0.3	-6	35	6	i	2.3	-8	1	nt	-42
CCn1c(CNc2ccc(Cl)cc2)nnc1SCCN1CCCCC1	-0.7	1	-4	0	i	-2.3	10	-6	-3	-5
O=C(NCCNS(=O)(=O)c1cccc(C(F)(F)F)c1)c1cc(OCC(F)(F)F)ccc1OCC(F)(F)F	0.3	8	-23	-3	i	-1.9	5	-1	1	-2
CC(C)OCCCNC(=O)c1cn(C)c2ccc(S(=O)(=O)N(C)C3CCCCC3)cc2c1=O	0.0	-6	16	1	i	1.6	-10	1	-11	4
CC(C)(C)C(=O)Nc1ccccc1C(=O)Nc1ccccn1	0.0	1	-3	1	i	-2.1	-4	-3	-8	0
COc1ccc(/C=C2\SC(=O)N(CC(=O)Nc3ccc(O)cc3)C2=O)cc1OC	-0.2	-10	3	-1	nt	-1.7	3	-5	-6	-3
COc1cccc(N(CC(=O)N2CCN(C)CC2)S(=O)(=O)c2ccc(C)cc2)c1	-0.1	-2	13	2	i	0.1	14	-1	-2	1
O=C(Cn1c(NCCO)nc2ccccc21)c1ccc(Cl)cc1	2.2	2	7	-2	i	4.1	18	-3	-4	-1
COc1cccc(C(=O)N(Cc2nc(-c3cccc(C)c3)no2)C(C)C)c1OC	-0.9	-4	4	-1	i	0.1	4	-3	-7	-6
COC(=O)c1ccc(Cn2nnc3ccccc32)cc1	4.5	3	-3	-2	i	-1.0	1	-4	-17	4
COc1ccc(NC(=O)CCN2CCN(S(=O)(=O)c3ccc(C(C)C)cc3)CC2)cc1	-0.3	-1	3	0	i	0.0	3	-3	-1	-1
COc1ccc(NC(=O)N2CCOCC2)cc1	1.3	4	9	2	i	-2.1	-15	2	9	-1
Cc1nc(NC(=O)c2csc3ccccc23)sc1C	-0.7	2	11	3	i	0.6	-6	-2	-3	4
COc1ccc(-c2nnc(SCc3csc(N)n3)n2C)cc1	-0.5	4	14	-7	i	-0.6	-4	1	-4	11
Cc1ccc(S(=O)(=O)N2CC(O)CC2C(=O)OCC(=O)c2ccccc2Cl)cc1C (centres undefined)	0.5	-9	1	-77	i	0.2	6	-7	3	1
O=C(Nc1ccccc1)c1cc2n(n1)C(C(F)(F)F)CC(C1CC1)N2 (centres undefined)	-0.1	0	16	5	i	-0.4	-20	-2	-7	-6
CCOc1ccccc1CNC(=O)C1CCN(C(=O)c2sccc2-n2cccc2)CC1	0.5	0	-7	-2	i	-0.5	9	0	-2	1
CCCc1[nH]nc2c1C(c1ccsc1)C(C#N)=C(N)O2 (centres undefined)	2.3	-5	15	-2	i	-1.0	8	3	-7	0
C/C=C/c1cccc(-c2nc(C(=O)NC3CCC3)cc3c2[C@H](CCO)N(S(=O)C(C)(C)C)C3)c1 (some centres undefined)	-1.3	-3	1	-2	i	0.4	-17	-1	nt	2
CC1=NN(C(N)=S)C(=O)C1N=Nc1ccccc1 (centres undefined)	0.2	-5	-6	-2	i	-0.2	0	2	-8	-19
O=C(NC1CCC(=O)N(CCSc2ccccc2)CC1)OCc1ccccc1 (centres undefined)	-0.5	5	2	0	i	-1.4	5	0	-2	0
O=C(/C=C/c1cccs1)NC(=S)NNC(=O)Cc1cccs1	0.0	-1	1	0	i	-0.3	29*	16	-7	-12

High-throughput results deposited in PubChem by several laboratories.
